# Tau FP inhib = inhibitors of human tau fibril formation; AID 1468; 0.39% of 280,000 active; Potency, µM (doses to about 57.7 µM), inactives show at the top dose activity, negative = inhibition, most hits filed as inhibitors; K18 P301L tau heparin fibrillization, Alexa594 FP, 6 h; P10636; note: potency is the fitted concentration of half-maximal effect; % is set by controls: 0 for no effect and ±100 for the full control effect; nearly all actives have a fitted effect of over 55% in size
#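 FP of Alexa 594-tau after heparin (20 uM) induction. Substrate: human K18 P301L, 15 uM unlabeled, 0.24 uM labeled. Buffer 100 mM sodium acetate pH 7. 6 hr, 37 C.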
# Epigenetic reg = regulators of epigenetic silencing causing reporter derepression in mouse cells. Potency, µM (titrated, usually from 53.9 µM), for inactives: top-dose GFP activation, most hits filed as activators. 0.2% of 280,000 active. murine LDR cells, GFP reporter derepression, 30 h; note: potency is the fitted concentration of half-maximal effect; % of control where 0% means no effect; nearly all actives have a fitted effect of over 60% in size
#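 Reporter derepression read as number of fluorescent GFP-positive objects, 20-120 um in size, counted by laser-scanning cytometer. Mouse LDR line with an epigenetically silenced CMV-GFP locus; compound incubation 30 h, 37 C.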
# TRb SRC2 PPI = disrupts binding of human TR beta to SRC2. Potency, µM (titrated, usually from 106 µM), for the others: at the top dose activity change, negative = inhibition, actives largely listed as inhibitors. 0.065% of 280,000 active. TRbeta-SRC2 peptide binding, fluorescence polarization; receptor liganded with 1 µM T3;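 note: potency is the fitted concentration of half-maximal effect; plate controls were bound peptide for no effect and peptide without receptor for full effect; nearly all actives have a fitted effect of over 50% in size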
#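 Polarization signal, normalized between peptide-alone and full complex controls, measured compound effects on T3-liganded human TRb LBD (0.6 uM) binding 20 nM Texas Red SRC2 peptide after 5 hr.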
# CBFb-RUNX1 inh = inhibitors of human CBF-beta and RUNX1 interaction; Q01196+Q13951; AlphaScreen CBFb-His/RUNX1-biotin binding, biochemical; Potency, µM (series often up to 59.8 µM), without a hit: at the top dose activity, negative = inhibition, most hits filed as inhibitors; 230,000 tested, under 10 active; AID 1477; note: % of control where 0% means no effect
# Target sequence (Q01196 whole entry, looked up): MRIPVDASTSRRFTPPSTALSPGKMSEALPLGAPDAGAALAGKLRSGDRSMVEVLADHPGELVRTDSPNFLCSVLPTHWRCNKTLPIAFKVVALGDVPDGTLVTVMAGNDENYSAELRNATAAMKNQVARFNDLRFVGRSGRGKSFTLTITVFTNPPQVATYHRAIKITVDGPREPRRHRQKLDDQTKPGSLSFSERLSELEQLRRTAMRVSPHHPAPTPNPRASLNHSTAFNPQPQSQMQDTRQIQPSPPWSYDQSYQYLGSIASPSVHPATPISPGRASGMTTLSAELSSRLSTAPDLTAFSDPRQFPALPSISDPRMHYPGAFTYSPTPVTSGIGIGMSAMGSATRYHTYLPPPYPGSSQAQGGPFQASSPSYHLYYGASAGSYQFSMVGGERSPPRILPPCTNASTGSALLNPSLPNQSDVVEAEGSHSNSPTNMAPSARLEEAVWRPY
# Target sequence (Q13951 whole entry, looked up): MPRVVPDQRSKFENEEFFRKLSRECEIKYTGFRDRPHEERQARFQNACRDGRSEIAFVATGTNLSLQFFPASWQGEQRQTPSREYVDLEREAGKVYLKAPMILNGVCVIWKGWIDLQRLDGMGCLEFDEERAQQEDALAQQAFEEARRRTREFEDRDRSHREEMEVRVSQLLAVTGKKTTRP
#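 Inhibition was taken as any reduction in AlphaScreen signal from the CBF-beta–RUNX1 pair (His and biotin tags, 30 nM each), measured after compound (15 min) and bead (90 min) incubations at room temperature.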
# TR SRC2 fluor cs = Texas Red fluorescence interference in TRb-SRC2 counter-screen | TRb/SRC2 Texas Red total fluorescence interference | Potency, µM (doses to about 106 µM), for inactives: at the highest dose fluorescence change, negative = quenching | 0.29% of 280,000 active | AID 1479; active = well fitted curve in either direction with a large enough effect; inconclusive = small, poorly fitted or top-dose-only effect; note: potency is the fitted concentration of half-maximal effect; % is set by controls: 0 for no effect and ±100 for the full control effect
#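 Human TRb ligand-binding domain at 0.6 uM with 20 nM Texas Red SRC2 peptide in Tris buffer containing 1 uM T3 and 5% DMSO, incubated with compound 5 h at ambient temperature. Total fluorescence (555/632 nm) calculated as parallel + 2 × perpendicular.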
# NPSR antagonist = neuropeptide S receptor (human) antagonism, cAMP | Q6W5P4 | CHO-NPSR cells, cAMP TR-FRET, antagonist mode | Potency, µM (titrated, usually from 38.3 µM), inactives show top-dose activity change, negative = inhibition, most hits filed as inhibitors | 1% of 220,000 active; note: potency is the fitted concentration of half-maximal effect; % is set by controls: 0 for no effect and ±100 for the full control effect; nearly all actives have a fitted effect of over 50% in size; many of its hits are not listed in these tables
# Target sequence (Q6W5P4 whole entry, looked up): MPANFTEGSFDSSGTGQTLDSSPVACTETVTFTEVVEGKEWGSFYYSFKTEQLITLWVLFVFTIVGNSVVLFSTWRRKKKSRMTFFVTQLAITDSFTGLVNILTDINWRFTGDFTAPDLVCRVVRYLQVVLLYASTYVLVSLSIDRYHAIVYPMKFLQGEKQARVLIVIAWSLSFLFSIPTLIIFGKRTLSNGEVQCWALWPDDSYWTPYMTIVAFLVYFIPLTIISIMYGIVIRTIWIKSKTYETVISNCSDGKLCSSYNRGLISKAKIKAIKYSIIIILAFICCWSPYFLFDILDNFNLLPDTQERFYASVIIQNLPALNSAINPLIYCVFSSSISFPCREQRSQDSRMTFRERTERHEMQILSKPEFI
# aGal spleen mod = alpha-galactosidase A (human) modulation; human spleen homogenate, 4MU-alpha-Gal fluorescence, 40 min; Potency, µM (top dose mostly 80 µM), inactives show at the top dose activity change, negative = inhibition, most hits filed as inhibitors; 0.008% of 240,000 active; AID 2107;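 note: potency is the fitted concentration of half-maximal effect; 0% = enzyme with vehicle and -100% = no enzyme basal signal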
#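 Human spleen homogenate (1 ug) as enzyme source, 4-methylumbelliferyl-alpha-D-galactopyranoside 1 mM final, citrate/phosphate pH 5.0 with 0.01% Tween-20. Compounds 40 min at 37C, NaOH/glycine stop; fluorescence Ex 365/Em 440, Hill-fit AC50.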
# Tau fluor counter = counter-screen for tau fibril formation inhibitors; tau K18 P301L (four-repeat tau fragment) Alexa594 fluorescence, heparin fibrillization; Potency, µM (highest dose often 57.7 µM), inactives show at the top dose activity change, negative = decrease; 0.93% of 280,000 active; AID 1463; note: potency is the fitted concentration of half-maximal effect; % is set by controls: 0 for no effect and ±100 for the full control effect; nearly all actives have a fitted effect of over 55% in size
#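 Human K18 P301L tau (15 uM unlabeled plus 0.24 uM Alexa 594-labeled, final) in 100 mM sodium acetate pH 7 was mixed with compound and 20 uM heparin and incubated 6 hr at 37 C.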
# The depositor's hits bear a star; u = inconclusive; x = no result given; [ ] = another dose, or the depositor's remark. Unless noted, calls come from the whole dose curve; as a rule, active = well fitted curve in the direction sought with a large enough effect; inconclusive = small, poorly fitted or top-dose-only effect, or another doubt; inactive = no such curve, though single readings can be large; an effect the other way counts as inactive or inconclusive. The list is partial; the hit share may differ from the screen's.
SMILES,Tau FP inhib,Epigenetic reg,TRb SRC2 PPI,CBFb-RUNX1 inh,TR SRC2 fluor cs,NPSR antagonist,aGal spleen mod,Tau fluor counter
CCOc1cc(NC(=S)NCCCN2CCOCC2)c(OCC)cc1NC(=O)c1ccccc1C,13%,1.1%,6%,-1%,1%,-10%,5%,-16%
CCCCCCCCCCCCCCCC(N)=O,6%,0.0%,-2%,-11%,0%,x,1%,-8%
CC(=O)c1c(N2CCCC2)[nH]c(-c2ccccc2)nc1=S,-13%,1.7%,1%,-7%,-2%,-15%[46.1 µM],-10%,-8%
Cc1ccccc1CN1C(=O)c2ccccc2S(=O)c2ccc(C(=O)N3CCOCC3)cc21 (stereo not given),-3%,0.0%,0%,x,3%,x,x,-9%
CCC(C)NC(=O)CN1C(=O)CC(C)(C)S(=O)(=O)c2ccccc21 (stereo not given),-7%,-3.6%,-9%,-3%,0%,-1%[46.1 µM],13%,-9%
Cc1ccc(N(C(=O)Cn2nnc(-c3ccc(F)cc3)n2)C(CC(C)C)C(=O)NCC2CCCO2)cc1 (stereo not given),-4%,-0.4%,3%,-5%,1%,u,-7%,0%
Cc1cc(NC(=S)Nc2cccc3ccccc23)n[nH]1,0%,-0.4%,-5%,-4%,-1%,-8%,2%,-3%
CC1Cc2cc(/C(O)=C3\C(=O)C(=O)N(CCN4CCOCC4)C3c3ccccc3F)ccc2O1 (stereo not given),4%,0.0%,5%,-1%,1%,u,-1%,-6%
C=Cc1ccc(Cn2c(C(=O)O)c(CNCc3cccs3)c3ccc(C)cc32)cc1,8%,0.4%,-3%,x,1%,x,x,3%
Cc1cc(O)ccc1C1(c2ccc(O)cc2C)OC(=O)c2ccccc21,-6%,0.0%,-8%,-6%,1%,u,-4%,u
O=[N+]([O-])c1ccc2c(c1)C=C1CCCCC1(N1CCCCC1)O2 (stereo not given),-2%,0.0%,-5%,-2%,-2%,6%,-4%,-3%
C(=C\CSc1nnnn1-c1ccccc1)/CSc1nnnn1-c1ccccc1,-3%,-1.0%,-3%,22%,-3%,-24%[46.1 µM],9%,-23%
O=C(Oc1ccc(-c2cn3c(n2)SCC3)cc1)c1ccccc1,-2%,-1.9%,-7%,-26%,-3%,-16%[46.1 µM],-10%,-15%
CC1CCCCC1N1CCN(C(=O)c2cccc(F)c2)CC1 (stereo not given),-9%,0.6%,-8%,3%,-2%,-9%[46.1 µM],-5%,-12%
NC(=O)C1=C[C@H](c2csc3ccccc23)C[C@H](OCc2ccc(CO)cc2)O1,4%,-3.4%,-2%,-21%,1%,19%,1%,-1%

# The last 2 entries of the part before come first, to join the parts.
SMILES,Tau FP inhib,Epigenetic reg,TRb SRC2 PPI,CBFb-RUNX1 inh,TR SRC2 fluor cs,NPSR antagonist,aGal spleen mod,Tau fluor counter
CC1CCCCC1N1CCN(C(=O)c2cccc(F)c2)CC1 (stereo not given),-9%,0.6%,-8%,3%,-2%,-9%[46.1 µM],-5%,-12%
NC(=O)C1=C[C@H](c2csc3ccccc23)C[C@H](OCc2ccc(CO)cc2)O1,4%,-3.4%,-2%,-21%,1%,19%,1%,-1%
Cc1cc(C(=O)NNC(=O)c2cccc(Cl)c2)no1,-4%,0.0%,-2%,0%,-2%,-11%,3%,-6%
CCNc1nc(NC(C)C)nc(SCCOc2ccc(C)cc2)n1,-2%,0.0%,-9%,10%,-6%,-19%[46.1 µM],-5%,-22%
CCOc1ccc(NC(=O)Cn2c(=O)c(CNc3ccc(OC)cc3)cc3ccc(OC)cc32)cc1,u,1.1%,-3%,x,-2%,x,x,20µM*[quencher]
COc1ccc(CNc2oc(/C=C/c3cc(OC)c(OC)c(OC)c3)nc2C#N)cc1,u,1.5%,10%,x,-4%,x,x,u
O=C(COC(=O)/C=C/c1ccc(Cl)cc1Cl)NCCC1=CCCCC1,-10%,2.0%,-20%,2%,1%,15%,7%,-1%
COc1ccc(NC2=CC(=O)CC(c3ccccc3)C2)c(OC)c1 (stereo not given),-3%,1.8%,3%,4%,-1%,2%[46.1 µM],-11%,-13%
Cc1ccc(NC(=O)c2c(Cl)nc3ccccn23)cc1,4%,13%,-3%,2%,-2%,0%,-1%,-7%
COc1cc(-c2noc(-c3ccc(NCC4CCCO4)c([N+](=O)[O-])c3)n2)cc(OC)c1OC (stereo not given),-1%,-3.4%,10%,x,-4%,x,x,u
Cc1nc2nc(CC(=O)O)[nH]n2c(=O)c1[N+](=O)[O-],1%,6.8%,3%,1%,-1%,12%,2%,6%
CCc1ccccc1S(=O)(=O)Cc1ccc(C(=O)NCc2ccc3c(c2)OCO3)o1,5%,-1.0%,-5%,-5%,2%,-19%[46.1 µM],-11%,-15%
Cc1sc(NC(=S)NC(=O)C(C)(C)C)c(C(N)=O)c1C,3%,0.0%,1%,5%,-1%,-7%[46.1 µM],-8%,-6%
CCCc1cc(C(=O)Nc2ccc(C(C)=O)cc2)no1,-3%,1.5%,18%,10%,-1%,-17%[46.1 µM],-7%,-3%
COCCN(Cc1cc2cc(C)ccc2nc1Cl)C(=O)Nc1ccccc1C,-7%,0.2%,-10%,-2%,0%,-3%[46.1 µM],-2%,-7%
C[C@H](NC(=O)c1ccco1)C(=O)Nc1cccc([N+](=O)[O-])c1,-8%,-3.5%,-8%,10%,0%,-2%,4%,-3%
CCCCOC(=O)c1ccc(NC(=O)Cn2nnc3sc4c(c3c2=O)CCCC4)cc1,u,1.4%,-7%,x,1%,x,x,u
CCOC(=O)N1CCC(c2nc(C)sc2C(=O)O)CC1,-2%,0.0%,-22%,3%,0%,-11%[46.1 µM],9%,-7%
CCOC(=O)N1CCc2c(sc(NCc3ccc(N(C)C)cc3)c2C(=O)Nc2ccc(OC)cc2)C1,6%,-1.4%,-3%,x,-2%,x,x,u
Cc1ccc(CCC(=O)Nc2ncc(Cc3cccc(Cl)c3Cl)s2)o1,-9%,-0.9%,-6%,0%,-1%,u,2%,-3%
CN(Cc1ccccc1)c1ccc(N2C(=O)CCC2=O)cc1[N+](=O)[O-],11%,1.1%,-2%,-10%,-2%,5%,-6%,-11%
O=C(CNc1cc(S(=O)(=O)N2CCCC2)ccc1OCC(F)(F)F)Nc1cc(Cl)cc(Cl)c1,u,-2.0%,2%,7%,1%,-8%,-6%,-28%
CCC(C(=O)OCC(=O)Nc1ccc(C(=O)Nc2ccc(OC)cc2)cc1)c1ccccc1 (stereo not given),u,1.0%,0%,11%,2%,-30%,-5%,u
OCCC1CN(Cc2cccc3c2OCO3)CCN1C1CCCC1 (stereo not given),0%,3.2%,4%,-2%,-1%,-5%,9%,-2%
CCCCN(CC)C(=O)Cn1cnc2ccc(S(=O)(=O)N3CCC(C)CC3)cc2c1=O,15%,6.1%,5%,-6%,-4%,0%,7%,-8%
CCN(Cc1ccccc1)C(=O)c1ccccc1C,-1%,0.0%,8%,8%,0%,-5%[46.1 µM],7%,-2%
O=C(Nc1nnc(-c2cccs2)o1)c1ccco1,-6%,-4.1%,-12%,-29%,-3%,-5%[46.1 µM],7%,-10%
Cc1cccc(N=C(NO)c2nonc2N)c1,-1%,0.0%,-3%,1%,-2%,2%,2%,10%
CC(C)C(C)/C=C/C(C)C1CCC2C3=CC=C4CC(O)CCC4(C)C3CCC21C (stereo not given),2%,-0.5%,-10%,-2%,-1%,x,-1%,-21%
COc1cccc(NC(=O)C2CCN(c3cc(C)nc4c(-c5ccc(Cl)cc5)c(C)nn34)CC2)c1,-8%,3.3%,-12%,x,89µM*[quencher],x,x,-22%
Cc1ccc(S(=O)(=O)NCC(=O)N(CC(=O)NC(C)(C)C)Cc2cccs2)cc1,-3%,1.4%,-7%,-22%,-6%,-4%[46.1 µM],-2%,-1%
O=C(Nc1ccc(F)cc1F)N1CCCN(CCOc2ccccc2)CC1,10%[0.0958 µM],-1.9%,3%,3%,-2%,11%,-2%,6%[0.0958 µM]
Cc1ccccc1C(=O)Nc1ccc(Br)cn1,-2%,u,-12%,7%,0%,-2%[46.1 µM],-1%,6%
CCOC(=O)C1CCC(CN(Cc2ccccc2)S(=O)(=O)c2ccc(Br)cc2)CC1 (stereo not given),0%,3.7%,5%,x,-3%,x,x,-2%
C=CCNC(=O)c1c(N)n(-c2cccc(S(N)(=O)=O)c2)c2nc3ccccc3nc12,5%,-8.2%,1%,u,-4%,-4%[46.1 µM],u,-28%
Cc1ccc(C(=O)CS(C)(=O)=O)cc1,3%,1.2%,-11%,6%,2%,-5%[46.1 µM],3%,1%
Cc1cc2c(cc1C)C(=O)NC(C)(C)C2,5%,-0.7%,-15%,17%,-1%,-11%[46.1 µM],6%,2%
COc1ccc(-n2c(C)cc(C(=O)CN3C(=O)c4ccccc4C3=O)c2C)cc1,u,0.0%,-1%,-7%,1%,u,-2%,-22%
OCC(O)CN1CCCC1 (stereo not given),u,6.1%,0%,11%,-2%,48%,0%,-20%
CCCN(CCC)C(=O)C1CCCN1S(=O)(=O)c1cccc2nsnc12 (stereo not given),x,-1.0%,1%,12%,-7%,-16%,1%,x
CC(=O)NC1CC2CCCC(C1)N2CC(=O)N1CCCc2ccccc21 (stereo not given),10%,-2.0%,8%,-2%,0%,u,-3%,10%
Cc1ccccc1-c1n[nH]c(=S)o1,-1%,2.7%,-2%,5%,-4%,u,-2%,1%
O=C1CN(c2nc(-c3cccs3)nc3sc4c(c23)CCCC4)CCN1,-9%,1.1%,0%,0%,-3%,-37%,10%,-10%
CCOc1ccc(Sc2cc(C(=O)NCCc3ccccc3)c3ccccc3n2)cc1,1%,2.9%,-24%,x,-1%,x,x,-6%

# Single records, from the list above. Values in the order: Tau FP inhib | Epigenetic reg | TRb SRC2 PPI | CBFb-RUNX1 inh | TR SRC2 fluor cs | NPSR antagonist | aGal spleen mod | Tau fluor counter
# Entry for `O=C1CN(c2nc(-c3cccs3)nc3sc4c(c23)CCCC4)CCN1` = -9% | 1.1% | 0% | 0% | -3% | -37% | 10% | -10%
# Entry for `Cc1cc2c(cc1C)C(=O)NC(C)(C)C2` = 5% | -0.7% | -15% | 17% | -1% | -11%[46.1 µM] | 6% | 2%
# Entry for `CCCN(CCC)C(=O)C1CCCN1S(=O)(=O)c1cccc2nsnc12` (stereo not given) = x | -1.0% | 1% | 12% | -7% | -16% | 1% | x
